ARNT-TACC3 inh: disruptors of human ARNT/TACC3 interaction. Q9Y6A5. inhibition, % at 9.99 µM. actives 0.66% (n = 390,000). AlphaScreen His-ARNT PAS-B/GST-TACC3 binding, luminescence; TACC3 fragment carries E629A point mutation;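 active = mean inhibition of replicates at least 50% and at least half of replicates each reaching 50%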;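 note: 0% = complete ARNT plus TACC3 wells and 100% = ARNT alone without TACC3; many hits fall short of the cut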
esBAF inh: SWI/SNF esBAF complex inhibition | reporter increase, % at 12.5 µM | actives 2% (n = 350,000) | AID 602393 | mouse ES cells, Bmi1-luciferase knock-in reporter, 24 h; 100% = twice the neutral-well signal; in the data active = activation above about 40%;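 note: 0% = median of the plate's neutral control wells and 100% = double that signal; a rise in the Bmi1 reporter signal indicates esBAF inhibition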
Casp6 inh: blocks human caspase-6 cleavage activity; purified caspase-6, Z-VEID-R110 cleavage fluorescence; inhibition, % at 12.5 µM; actives 0.53% (n = 350,000); AID 686996;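 active = mean inhibition across replicates at least about 35%, with every replicate also reaching that limit, limit read from the data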;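 note: 0% = median of neutral control wells and 100% = no fluorescence left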
ERp5 inh: blocks human ERp5 reductase activity on insulin; Q15084; actives 0.05% (n = 350,000); AID 651711; inhibition, % at 9.99 µM; ERp5 insulin aggregation, absorbance 650 nm, 90 min;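 active = mean replicate inhibition above about 25%, with every replicate also reaching it, limit read from the data, passing the limit was not always enough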
Target sequence (Q15084 whole entry, looked up): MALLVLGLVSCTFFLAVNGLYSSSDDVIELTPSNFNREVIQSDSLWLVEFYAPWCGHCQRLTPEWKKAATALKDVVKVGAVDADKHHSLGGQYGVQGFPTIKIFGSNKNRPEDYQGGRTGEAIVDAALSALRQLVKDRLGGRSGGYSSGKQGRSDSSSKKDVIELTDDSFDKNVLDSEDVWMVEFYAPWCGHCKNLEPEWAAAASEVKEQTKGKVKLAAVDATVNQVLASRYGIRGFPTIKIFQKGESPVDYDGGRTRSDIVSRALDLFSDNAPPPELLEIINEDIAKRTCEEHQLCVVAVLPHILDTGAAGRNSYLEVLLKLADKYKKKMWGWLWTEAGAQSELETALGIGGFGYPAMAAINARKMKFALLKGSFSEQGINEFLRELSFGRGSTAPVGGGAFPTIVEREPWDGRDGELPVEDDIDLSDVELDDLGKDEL
E-sel inducer: induces E-selectin expression in human endothelial cells. P16581. HUVEC E-selectin immunofluorescence imaging; normalized: neutral wells 0, TNF-alpha wells 100. activation, % at 7.58 µM. actives 0.37% (n = 260,000). AID 686992;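 active = mean E-selectin-positive cell signal at least 10% of the positive control, reached in at least 60% of replicates, without over 20% cell loss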;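 note: in these data hits start at about 27%; measured in HUVEC primary endothelial cells; signal is the percent of cells scored E-selectin positive by PE staining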
Target sequence (P16581 whole entry, looked up): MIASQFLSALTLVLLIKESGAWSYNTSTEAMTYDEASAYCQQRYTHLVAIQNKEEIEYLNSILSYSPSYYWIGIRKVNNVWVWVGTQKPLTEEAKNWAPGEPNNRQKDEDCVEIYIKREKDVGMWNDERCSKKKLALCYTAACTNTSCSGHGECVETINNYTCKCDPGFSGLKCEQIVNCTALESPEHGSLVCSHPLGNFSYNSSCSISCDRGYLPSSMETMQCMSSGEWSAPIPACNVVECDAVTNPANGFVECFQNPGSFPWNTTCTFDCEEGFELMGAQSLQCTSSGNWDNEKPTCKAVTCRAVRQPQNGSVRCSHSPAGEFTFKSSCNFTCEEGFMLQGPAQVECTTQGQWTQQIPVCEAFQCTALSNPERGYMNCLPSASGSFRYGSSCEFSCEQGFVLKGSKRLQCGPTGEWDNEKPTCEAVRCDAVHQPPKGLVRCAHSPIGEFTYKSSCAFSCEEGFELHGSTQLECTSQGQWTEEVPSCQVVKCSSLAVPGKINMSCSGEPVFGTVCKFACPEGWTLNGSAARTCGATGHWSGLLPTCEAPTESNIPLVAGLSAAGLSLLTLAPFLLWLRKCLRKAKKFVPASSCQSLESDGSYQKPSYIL
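Material: HUVEC primary endothelial cells; Amount: 3,000 cells per well; Dosing: single concentration; Medium: EGM-2 growth medium on 0.1% gelatin-coated wells; Read-out basis: percent E-selectin-positive cells; Signal: immunofluorescence imaging; Control set: TNF-alpha, DMSO.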
PglD inh: PglD (C. jejuni) enzyme inhibition; purified PglD enzyme, DTNB colorimetric CoA detection; actives 0.098% (n = 360,000); inhibition, % at 12.5 µM; AID 602405; in the data active = inhibition above about 16%, passing the limit was not always enough; note: strong numbers were not always called active
RAD54 inh: blocks human RAD54 Holliday junction branch migration; FAM/BHQ fluorescence; inhibition, % at 10.4 µM; actives 0.14% (n = 360,000);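 active = mean normalized replicate activity at least 40 and at least half of replicates scoring 40 or more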;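 note: 0% = median of neutral control wells and 100% = median of positive control wells; inhibitors cause a drop in the FAM fluorescence signal; in these data hits start at about 50%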
RAD52 inh: blocks human RAD52 DNA annealing. P43351. recombinant RAD52 DNA annealing, FRET fluorescence. inhibition, % at 18.7 µM. actives 0.46% (n = 360,000). AID 651710;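 active = every replicate showing at least 50% inhibition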
An asterisk follows results filed as active; x = no result given.

Sequence of screens – ARNT-TACC3 inh | esBAF inh | Casp6 inh | ERp5 inh | E-sel inducer | PglD inh | RAD54 inh | RAD52 inh
- Cc1noc(C)c1S(=O)(=O)N(C)C[C@H]1OCCCC[C@@H](C)Oc2ccc(NS(=O)(=O)c3cn(C)cn3)cc2C(=O)N([C@@H](C)CO)C[C@@H]1C
 : -4 | -6 | -1 | -4 | 0.0 | 2 | -4 | 10
- COc1ccc(Nc2nccc3c2ncn3C)cc1
 : 11 | x | -2 | -2 | 0.0 | x | x | -2
- O=C(NCc1ccc(F)cc1)c1ccc[nH]1
 : 1 | x | 0 | 12 | 0.9 | x | x | -1
- C[C@H]1CCCCO[C@H](CN(C)C(=O)Nc2cccc3ccccc23)[C@@H](C)CN([C@@H](C)CO)C(=O)c2cc(NS(=O)(=O)c3cn(C)cn3)ccc2O1
 : 6 | 3 | x | x | 0.0 | 0 | -11 | x
- COc1ccc(CCNC(=O)CN2c3cccc4cccc(c34)S2(=O)=O)cc1
 : -11 | -5 | 7 | 0 | x | 0 | -5 | -14
- CC(C)(C)NC(=O)c1cc(-c2ccccc2)n[nH]1
 : -1 | -11 | 2 | 1 | -0.1 | 2 | -9 | -13
- Cc1c(C(=O)N2CCOCC2)c(S(=O)(=O)Nc2ccc(F)cc2)c(C)n1C
 : 5 | -2 | -7 | -7 | x | -2 | -8 | -11
- Cc1ccc(S(=O)(=O)Nc2cccc3c2O[C@H](CN(C)C(=O)Nc2c(C)noc2C)[C@@H](C)CN([C@@H](C)CO)C3=O)cc1
 : x | 3 | x | -1 | -0.3 | -3 | 3 | 19
- CC(=O)c1cccc(Nc2nc(-c3cccnc3)cs2)c1
 : -2 | 54* | 3 | -6 | x | -8 | -6 | -4
- CCCC1CCC(C2=N/C(=C\c3ccc(OC)c(OC)c3)C(=O)O2)CC1 (stereo not given)
 : -21 | 1 | x | x | x | -4 | 1 | x
- Cc1cc(C)nc(-n2ncc3c2CC(c2ccccc2C)CC3=O)n1 (stereo not given)
 : 0 | -1 | -2 | 2 | 3.2 | x | x | 4
- C[C@@H]1CCCCO[C@H](CN(C)S(=O)(=O)c2ccc(Cl)cc2)[C@@H](C)CN([C@@H](C)CO)C(=O)c2cc(NC(=O)c3ccccc3)ccc2O1
 : 9 | 0 | -1 | 4 | -0.1 | 1 | -4 | -49
- O=C(C1CCN(C2CCN(C/C(Cl)=C/c3ccccc3)CC2)CC1)N1CCOCC1
 : 19 | -2 | -15 | 4 | x | x | x | -40
- CCCCCCC(=O)N=Nc1c(O)[nH]c2ccc([N+](=O)[O-])cc12
 : -8 | x | 0 | -1 | x | x | x | -8
- CCC(Sc1nc2ccncc2[nH]1)C(=O)Nc1cc(Cl)ccc1C (stereo not given)
 : 1 | -7 | -3 | 5 | 0.9 | -5 | 2 | -86
- COc1ccc(N2CCN(Cc3cc(=O)oc4ccc5ccccc5c34)CC2)cc1
 : -20 | 3 | x | x | x | -2 | -14 | x
- O=C(/C=C/c1ccc([N+](=O)[O-])cc1)NNC(=O)C1CC1
 : -2 | -8 | 5 | 0 | 0.6 | 5 | -1 | -2
- COc1ccc(C(=O)c2ccc(OC)c3cccc(O)c23)cc1OC
 : 0 | -2 | x | x | x | -2 | 1 | x
- CC(C)C(=O)Nc1ccc2c(c1)C(=O)N(C)[C@@H]1CC[C@H](CC(=O)O)O[C@H]1CO2
 : -10 | -5 | -1 | -5 | -0.1 | -2 | 4 | 1
- COc1ccccc1CC(=O)Nc1nc(-c2ccc(F)c(F)c2)cs1
 : 0 | 17 | -1 | -1 | x | 3 | -13 | -23
- CC1CC(C)CN(CCCNC(=O)c2ccc3c(c2)NC(=O)CS3)C1 (stereo not given)
 : -9 | -2 | 0 | 2 | x | 2 | -1 | -12
- O=C(NCCc1cccs1)Nc1ccc2nc([C@@H]3O[C@H](CO)[C@@H](O)[C@H]3O)[nH]c2c1
 : x | -7 | 21 | -6 | x | 2 | -15 | -8
- CC(C)(C)c1nc(Sc2ncccc2[N+](=O)[O-])n[nH]1
 : -4 | 0 | 0 | -2 | x | x | x | -10
- CCOC(=O)C(=O)N(C)c1c(CC)nc2c(OCc3cccc(OC)c3)cccn12
 : x | -2 | -2 | -4 | -0.2 | 0 | 1 | -11
- CN(C)Cc1cn(CC[C@@H]2CC[C@H](NC(=O)Nc3ccc4c(c3)OCO4)[C@@H](CO)O2)nn1
 : -15 | 4 | -7 | 0 | 0.5 | -4 | 4 | 5
- CCOC(=O)COc1ccc2c(c1)C(=O)CC(C)(c1cccnc1)O2 (stereo not given)
 : -3 | x | 0 | 6 | x | x | x | -14
- O=C(O)CCCCCNc1ccc2nsnc2c1[N+](=O)[O-]
 : -1 | x | x | x | 0.1 | -4 | -6 | x
- COc1cc(NC(=O)c2cccc(Cl)c2)ccc1NC(=O)c1cccs1
 : -12 | x | -1 | 2 | 13 | x | x | -23
- COc1ccc(/C(C)=N/NC(=O)C2C3CCCCC32)c(OC)c1 (stereo not given)
 : -4 | x | 1 | 2 | x | x | x | -13
- CC=Cc1ccc2n(c1=O)C[C@H]1[C@H](CO)[C@@H](C(=O)NC3Cc4ccccc4C3)N(CCC)[C@@H]21 (mixture of isomers)
 : 8 | -3 | -1 | -10 | -0.9 | 3 | -3 | -9
- COc1ccc(C=C(C#N)C#N)c(CSc2ccccn2)c1
 : -7 | -9 | 8 | 4 | x | -7 | -5 | -32
- O=C(Nc1ccc2c(c1)[C@@H]1C[C@H](CC(=O)N3CCOCC3)O[C@@H](CO)[C@@H]1O2)c1cccnc1
 : -2 | 3 | -3 | -6 | 0.3 | 0 | -13 | -4
- COc1ccc(-c2coc3cc(O[C@@H]4O[C@H](CO)[C@@H](O)[C@H](O)[C@H]4O)c(OC)cc3c2=O)cc1
 : -2 | 47* | -1 | -3 | 4.0 | 1 | 6 | 2
- Cc1ccc(NC(=O)c2cccs2)cc1[N+](=O)[O-]
 : -2 | x | 3 | -4 | x | x | x | -3
- O=c1c2c(nc3cc(-c4cccc(F)c4)[nH]n13)CCC2
 : -5 | 1 | 0 | 4 | -5.4 | 1 | -3 | -13
- C[C@H]1CN([C@@H](C)CO)C(=O)c2cccc(NS(C)(=O)=O)c2O[C@@H]1CN(C)Cc1ccc(C(F)(F)F)cc1
 : 4 | -4 | -2 | 3 | -1.5 | -3 | -3 | 2
- CC(=O)c1sc(Nc2cccc3ccccc23)nc1C
 : -10 | x | 4 | 0 | x | x | x | -1
- Cc1cccc(NC(=O)C2CCN(S(=O)(=O)c3cccc4cccnc34)CC2)n1
 : -5 | 1 | 3 | 6 | x | 1 | -3 | -9
- COC(=O)c1sccc1NC(=O)CSCC(=O)O
 : 0 | x | 1 | -7 | x | x | x | -19
- CCC(C)N1CCN(S(=O)(=O)c2ccc3ccccc3c2)CC1 (stereo not given)
 : 1 | 2 | 1 | 3 | x | 11 | -1 | -4
- O=C(CN1CCOCC1)NCC[C@H]1CC[C@@H](NC(=O)Nc2ccccc2)[C@H](CO)O1
 : -7 | 1 | 1 | -2 | 0.0 | 0 | 1 | -5
- CC(C)NC(=O)N(C)C[C@@H]1Oc2cc(C#C[C@H](C)O)ccc2S(=O)(=O)N([C@@H](C)CO)C[C@@H]1C
 : -3 | -1 | -3 | -6 | 0.9 | 3 | -4 | -16
- Cc1ccc(NC(=O)COC(=O)Cn2cnc3c2c(=O)n(C)c(=O)n3C)cc1Cl
 : 0 | -3 | -4 | -4 | 2.9 | -2 | -9 | -9
- COc1ccc2sc(N(CCN(C)C)C(=O)c3ccc4ccccc4c3)nc2c1
 : 8 | 11 | 4 | 1 | x | -2 | 0 | 56*
- O=C(NCc1ccccc1)c1cc(-c2ccco2)on1
 : 1 | 42* | 4 | 2 | x | -4 | -12 | -16
- COc1ccc(CNC(=O)CSc2nc(-c3ccccc3)cc(-c3cccs3)c2C#N)cc1
 : -8 | 16 | x | x | x | -1 | 2 | x
- Cc1cc(F)c(F)cc1C(=O)N1CCCC1
 : 2 | x | -1 | 1 | x | x | x | -18
- C/C=C/c1ccc([C@H]2[C@H](CO)N3CCCCN(S(=O)(=O)c4ccc(OC)cc4)C[C@@H]23)cc1
 : 10 | -5 | 1 | 0 | 0.1 | 2 | -8 | 31
- FC(F)(F)c1cccc(Cc2noc(CN3CCCC(CN4CCCC4)C3)n2)c1 (stereo not given)
 : 4 | -31 | -6 | 3 | x | -3 | -3 | -4
- Cc1ccccc1S(=O)(=O)NC(=O)C1(C)CCN1C(=O)C(C)(C)c1ccccc1 (stereo not given)
 : x | 3 | 0 | 4 | 0.3 | 4 | -4 | -9
- Cc1noc(C)c1S(=O)(=O)N1CCCC(C(=O)N2CCN(C3CCCCC3)CC2)C1 (stereo not given)
 : 2 | 10 | 1 | -3 | 0.0 | -4 | -14 | -8
- CC(C)C#Cc1ccc([C@@H]2[C@H]3CN(C(=O)NC(C)C)CCCCN3[C@H]2CO)cc1
 : -9 | x | x | x | 0.4 | 2 | 5 | x
- Cc1ccc(CN2CCC(n3nccc3NC(=O)c3ccc4c(c3)OCO4)CC2)o1
 : -1 | 0 | -4 | 9 | 0.4 | 1 | -2 | 5
- O=C(CC(NC(=O)C(F)(F)F)c1ccccc1)Nc1nnc(CCc2ccccc2)s1 (stereo not given)
 : 9 | x | 7 | 0 | x | x | x | -7
- CCOc1ccc(N(CC(=O)NC2CCCC2)C(=O)CCC(=O)Nc2ccccn2)cc1
 : -4 | -2 | x | x | x | -7 | 3 | x
- COc1ccc(CNC(=O)NC(C)(C)c2cccc(C(C)(C)NC(=O)NCc3ccc(OC)cc3)c2)cc1
 : -3 | -10 | x | x | x | -1 | 0 | x
- COc1ccc(CN2CCNC(=O)C2CC(=O)NCc2cccc(C)n2)c(OC)c1 (stereo not given)
 : 32 | 2 | -6 | 1 | x | -1 | -10 | -14

Compounds from the list above containing an NH in an aromatic ring (seven):
Sequence of screens – ARNT-TACC3 inh | esBAF inh | Casp6 inh | ERp5 inh | E-sel inducer | PglD inh | RAD54 inh | RAD52 inh
- O=C(NCc1ccc(F)cc1)c1ccc[nH]1
 : 1 | x | 0 | 12 | 0.9 | x | x | -1
- CC(C)(C)NC(=O)c1cc(-c2ccccc2)n[nH]1
 : -1 | -11 | 2 | 1 | -0.1 | 2 | -9 | -13
- CCCCCCC(=O)N=Nc1c(O)[nH]c2ccc([N+](=O)[O-])cc12
 : -8 | x | 0 | -1 | x | x | x | -8
- CCC(Sc1nc2ccncc2[nH]1)C(=O)Nc1cc(Cl)ccc1C (stereo not given)
 : 1 | -7 | -3 | 5 | 0.9 | -5 | 2 | -86
- O=C(NCCc1cccs1)Nc1ccc2nc([C@@H]3O[C@H](CO)[C@@H](O)[C@H]3O)[nH]c2c1
 : x | -7 | 21 | -6 | x | 2 | -15 | -8
- CC(C)(C)c1nc(Sc2ncccc2[N+](=O)[O-])n[nH]1
 : -4 | 0 | 0 | -2 | x | x | x | -10
- O=c1c2c(nc3cc(-c4cccc(F)c4)[nH]n13)CCC2
 : -5 | 1 | 0 | 4 | -5.4 | 1 | -3 | -13

High-throughput results as filed in PubChem.
